# ERK EGF block – qHTS Assay for Inhibitors of the ERK Signaling Pathway using a Homogeneous Screening Assay; Stimulation with EGF. HEK293-V1b, EGF-stimulated phospho-ERK AlphaScreen. Potency, µM (doses to about 11.5 µM), without a hit: at the top dose activity change, negative = inhibition, hits mostly inhibitors. hit rate 0.41% among 130,000; active means well fitted inhibition curve with a large enough effect; inconclusive means small, poorly fitted or top-dose-only effect, or effect the other way;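 further: plate controls were stimulated vehicle wells for no effect and unstimulated vehicle basal for full effect; nearly all actives have a fitted effect of over 55% in size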
#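 Cell line HEK293 (stable V1b), low serum overnight. Pretreatment: compound 30 min, 37C. EGF 25 nM, 5 min. Detection: SureFire AlphaScreen, 5 h RT. AC50 via standard Hill equation.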
# * = called active by the depositor; ? = inconclusive; & = joins results of further samples; [ ] = dose if it differs, or a comment. Potency means the concentration at half of the fitted maximal effect.
SMILES,ERK EGF block
CCN(c1ccccc1)S(=O)(=O)c1ccc(C(C(=O)OC)C(=O)OC)c([N+](=O)[O-])c1,7%
O=C1C(Br)=Cc2cccc3cccc1c23,?
CN1CCN(CCCN2c3ccccc3Sc3ccc(Cl)cc32)CC1,?
COc1cc(C=O)ccc1OCCCOc1ccccc1[N+](=O)[O-],3%
O=C(O)CNS(=O)(=O)c1ccc2c(c1)CCCC2,0%
O=C(CCc1ccccc1)Nc1cccc([N+](=O)[O-])c1,5%
COc1ccccc1NC(=S)N/N=C/c1cccc(C)c1,2%
CCOC(=O)c1c(C)[nH]c(C(=O)CSc2nnc(Nc3ccccc3F)s2)c1C,6%
O=C(CSc1nnc(-c2ccccc2)c(-c2ccccc2)n1)Nc1ncc(Cl)cc1Cl,2%
O=C(Cn1cc(Cl)ccc1=O)c1ccc(Cl)cc1,2%
CNC(=O)CCCCC(=O)N/N=C/c1ccc(Cl)cc1Cl,4%[57.5 µM]
O=C(N/N=C/c1ccco1)c1cccc(S(=O)(=O)Nc2ccccc2Cl)c1,-3%
C=CCC1S/C(=N/N=C/c2cccs2)NC1=O (stereo not drawn),-6%
O=C(CC(=O)N/N=C\c1ccc(F)cc1)NCCc1ccccc1,-9%
CCOC(=O)/C(C#N)=C\C1=C(N2CCCC2)CC(C)(C)OC1,0%
Cc1ccc(NC(=O)C(C)NC(=O)OCc2ccccc2)cc1C (stereo not drawn),4%[57.5 µM]
Cc1ccc2[nH]c(-c3cccc(F)c3)cc(=O)c2c1,4%
CCOC(=O)C1NN=C(C(=O)c2ccccc2)C1c1ccccc1 (stereo not drawn),3%
COc1cccc(-n2c(CN3CCN(Cc4ccccc4)CC3)nc3ccc([N+](=O)[O-])cc3c2=O)c1,-2%
Cc1cnc(NC(=O)c2cncc(Br)c2)s1,4%
CC(C)=NNc1nc2c(c(=O)[nH]c(=O)n2C)n1CCc1ccccc1,-10%
CC1=NN(S(=O)(=O)c2ccc(Cl)cc2Cl)C(=O)c2ccccc2O1,6%[57.5 µM]
CS(=O)(=O)N1CCN(S(=O)(=O)c2ccccc2[N+](=O)[O-])CC1,2%
CNC(=O)c1nc(C)c(C2(C)CC(c3cccc([N+](=O)[O-])c3)=NO2)s1 (stereo not drawn),-4%[57.5 µM]
Cc1cc(OC(=O)c2c(F)cc(F)cc2F)nc(C)n1,-3%
O=C(Cn1nnc2ccccc2c1=O)N1CCOCC1,3%
Cc1ccc(O)c(C(=O)c2cnn(C(=O)COc3ccccc3C#N)c2)c1,-10%[57.5 µM]
COCCSc1ccccc1C(=O)Nc1cc(C)cc(C)c1,-5%
Cc1ccc(-n2c(CNc3ccc(F)cc3)nnc2SCC(=O)N2CCOCC2)cc1,8%
COC(=O)c1ccc(C(NC(=O)OCc2ccccc2)/C(=C/[C@@H](C)C(=O)NCc2cccnc2)c2cccnc2)cc1 (stereo partly drawn),-6%
COCCN(C(=O)CSc1nnc(C)n1Cc1ccccc1)c1c(N)n(Cc2ccccc2)c(=O)[nH]c1=O,-5%
Brc1ccc(C2=Nn3c(Cn4nnc5ccccc54)nnc3SC2)cc1,0%[57.5 µM]
O=C(O)c1cccc(NC(=S)NC(NC(=O)c2cccc([N+](=O)[O-])c2)C(Cl)(Cl)Cl)c1 (stereo not drawn),?
Fc1ccc(/C=N/NC2=Nc3cccc4cccc2c34)cc1,4%
NC(=O)c1c(NC(=O)Cn2nc(C(=O)O)c3ccccc3c2=O)sc2c1CCC2,1%[57.5 µM]
CN(C)C(CNC(=O)Cc1ccc([N+](=O)[O-])cc1)c1ccccc1 (stereo not drawn),5%
CC(C)(C)NC(=O)Nc1ccc(F)c(Cl)c1,-8%
CCOc1ccc(N2CC(C(=O)Nc3cc(C)on3)CC2=O)cc1 (stereo not drawn),-4%
CC(=O)Nc1ccc(C(=O)N2CC(=O)NC(=O)C2)cc1,1%[57.5 µM]
Cc1csc(NC(=O)CSc2nnc(CCNC(=O)c3cccs3)n2C)n1,0%
CCCCCCCC/C=C\CCCCCCCC(N)=O,1%&-7%&5%
Cc1ccccc1NC(=O)c1c2c(nc3ccccc13)CCC2,1%
CCOC(=O)Cc1csc(NC(=O)Nc2ccc(C)cc2)n1,-15%[57.5 µM]
COc1ccccc1NC(=S)NC(C)=O,0%
COc1ccc(CCN(C)CC(O)c2ccccc2)cc1OC (stereo not drawn),41%
Cn1c(=O)c2c(nc(N/N=C/c3ccc(OC(=O)c4ccco4)cc3)n2Cc2ccccc2Cl)n(C)c1=O,5%
COc1ccc(C(C)=O)cc1CSc1nc2nc(C)cc(C)n2n1,4%
Cc1ccc(-c2c[n+](CC(=O)N3c4ccccc4Sc4ccccc43)c3n2CCC3)cc1,-6%
O=C(Nc1cccc(F)c1)c1cc(S(=O)(=O)NCCC2=CCCCC2)ccc1F,5%
COc1cccc(N(C(=O)C2CSC(=O)C2)C(C(=O)NC(C)(C)C)c2ccncc2)c1 (stereo not drawn),1%
CNCC[C@@H](Oc1ccccc1C)c1ccccc1,4%
COc1cc2ccc(=O)oc2c(O)c1OCC=C(C)C,-16%[57.5 µM]
CC(C)CC(=O)NC(=S)NCc1ccccc1,1%
CCN(CC)S(=O)(=O)c1cc(NC(=O)c2ccc(Br)s2)ccc1C,2%
C[n+]1ccn(CC(=O)c2ccc(Cl)cc2)c1,-4%
CCC(=O)OCC(=O)C1(OC(=O)CC)C(C)CC2C3C(Cl)CC4=CC(=O)C=C[C@@]4(C)C3C(O)C[C@@]21C (stereo partly drawn),-3%
COc1cc(OC)cc(-c2n[nH]c(=S)n2-c2ccc3c(c2)OCCO3)c1,-8%
CC1CCN(C(=O)CSc2nc3[nH]ncc3c(=O)[nH]2)CC1,-3%
CC(C)(C)c1ccc(C(=O)O)c(C(=O)c2ccccc2)c1,1%
Cc1ccsc1/C=N\NC(=O)CC(=O)NCc1ccccc1,5%

# Another view of some results above:
Compound | ERK EGF block
Cc1ccccc1NC(=O)c1c2c(nc3ccccc13)CCC2 | 1%
CCOC(=O)Cc1csc(NC(=O)Nc2ccc(C)cc2)n1 | -15%[57.5 µM]
COc1ccccc1NC(=S)NC(C)=O | 0%
COc1ccc(CCN(C)CC(O)c2ccccc2)cc1OC (stereo not drawn) | 41%
Cn1c(=O)c2c(nc(N/N=C/c3ccc(OC(=O)c4ccco4)cc3)n2Cc2ccccc2Cl)n(C)c1=O | 5%
COc1ccc(C(C)=O)cc1CSc1nc2nc(C)cc(C)n2n1 | 4%
Cc1ccc(-c2c[n+](CC(=O)N3c4ccccc4Sc4ccccc43)c3n2CCC3)cc1 | -6%
O=C(Nc1cccc(F)c1)c1cc(S(=O)(=O)NCCC2=CCCCC2)ccc1F | 5%
COc1cccc(N(C(=O)C2CSC(=O)C2)C(C(=O)NC(C)(C)C)c2ccncc2)c1 (stereo not drawn) | 1%
CNCC[C@@H](Oc1ccccc1C)c1ccccc1 | 4%
COc1cc2ccc(=O)oc2c(O)c1OCC=C(C)C | -16%[57.5 µM]
CC(C)CC(=O)NC(=S)NCc1ccccc1 | 1%
CCN(CC)S(=O)(=O)c1cc(NC(=O)c2ccc(Br)s2)ccc1C | 2%
C[n+]1ccn(CC(=O)c2ccc(Cl)cc2)c1 | -4%
CCC(=O)OCC(=O)C1(OC(=O)CC)C(C)CC2C3C(Cl)CC4=CC(=O)C=C[C@@]4(C)C3C(O)C[C@@]21C (stereo partly drawn) | -3%
COc1cc(OC)cc(-c2n[nH]c(=S)n2-c2ccc3c(c2)OCCO3)c1 | -8%
CC1CCN(C(=O)CSc2nc3[nH]ncc3c(=O)[nH]2)CC1 | -3%
CC(C)(C)c1ccc(C(=O)O)c(C(=O)c2ccccc2)c1 | 1%

# Other compounds follow:
SMILES,ERK EGF block
Cc1c(C(=O)N/N=C/c2ccc(N3CCOCC3)cc2)nc2ccccn12,-15%
Cc1ccc(NNC(=O)CCc2ccccc2)c(C)c1,3%[57.5 µM]
O=C(CCC1CCCN(C(=O)CC2=CCCCC2)C1)N1CCN(c2ccccn2)CC1 (stereo not drawn),3%
CC(C)(C)[C@H]1C=C(C(=O)NCc2ccccc2)O[C@@H](OCc2ccc(CO)cc2)C1,1%[57.5 µM]
CC(C)(C)OC(=O)N1CCC(CNC(=O)c2cccs2)CC1,-6%[57.5 µM]
O=C(CSCc1c(Cl)cccc1Cl)Nc1ccccc1-c1ccccc1,-2%
C#CC[N+]1(CC#Cc2ccc(C#CC[N+]3(CC#C)CCOCC3)cc2)CCOCC1,-6%
Cc1cccc(C)c1N1CCN(S(=O)(=O)N(C)C)CC1,-6%
O=C(O)c1ccccc1O,-9%[57.5 µM]
COc1ccccc1NC(=O)CN1CCN(c2ccccn2)CC1,5%
COc1ccc(-c2csc3nc(-c4ccccc4)oc(=O)c23)cc1OC,25%
Cc1ccc(NS(=O)(=O)c2ccc(CCC(=O)NCc3ccccn3)cc2)cc1,-8%
COc1ccccc1C(c1nnnn1CC1CCCO1)N1CCC(C(N)=O)CC1 (stereo not drawn),0%
CCc1nnc(NC(=O)CN2C(=O)/C(=C/c3ccc(OC)c(OC)c3)SC2=S)s1,-4%
O=C(NCCCN1CCOCC1)c1ccc(Sc2ccccc2Cl)c([N+](=O)[O-])c1,3%
COc1ccc(/C=C(\C#N)C(=O)NCc2cccs2)cc1OC,1%
Cc1cc(C)cc(Nc2nc3c(S(=O)(=O)c4ccccc4)nnn3c3ccccc23)c1,7%
CC(=O)Nc1ccc(S(=O)(=O)Nc2ccccn2)cc1,3%
CC(C)C[C@@H](CC(=O)N[C@@H](CCCN)CC(=O)N[C@@H]1CCCC[C@H]1C(=O)N[C@H](CC(=O)N[C@@H](CCC(=O)O)CC(=O)O)CC(C)C)NC(=O)[C@@H]1CCCC[C@H]1N,-5%
Cc1ccc(C(=O)Nc2nn(C)c3cccc(F)c23)cc1,-8%[57.5 µM]
CCOc1cccc(-c2csc(C3COc4ccccc4O3)n2)c1 (stereo not drawn),-3%
Cc1ccc(NC2c3ncccc3C(=O)N2Cc2cccs2)cc1C (stereo not drawn),-3%
CCOC(=O)CNc1cccc(C(F)(F)F)c1,28%
O=C/C(=C\Nc1ccccn1)c1nc2ccccc2o1,0%
Cc1nc(/N=C(\N)NC(=O)N2c3ccccc3Sc3ccccc32)nc2ccccc12,2%
COc1ccc(-n2nnnc2SCC(=O)N2CCCc3ccccc32)cc1OC,6%
Cc1ccc(S(=O)(=O)N2c3ccccc3CC2C)cc1 (stereo not drawn),-1%
O=C(CSc1nnc(CCc2nc3ccccc3[nH]2)n1-c1ccccc1)NCc1ccccc1,5%
NS(=O)(=O)c1cc2c(cc1Cl)NC(C1CC3C=CC1C3)NS2(=O)=O (stereo not drawn),12%
O=C(CN(c1ccccn1)S(=O)(=O)c1ccccc1)Nc1ccccc1,-17%
O=C(Nc1ccc(-c2nc3ccccc3[nH]2)cc1)c1ccc(N2C(=O)CCC2=O)cc1,0%
CCN(CC)CCCNC(=O)Cn1cc2c(n1)CCC(C)C2 (stereo not drawn),-3%
Clc1ccc(SCCCCN2CCNCC2)cc1,30%
Cc1cccc(N2CCN(c3ccc(N4C(=O)CCCC4=O)cc3[N+](=O)[O-])CC2C)c1 (stereo not drawn),3%
COc1ccc(CNc2nc3ccccc3n2CCN2CCOCC2)cc1,4%
CC(=O)NC1=NN(C(C)=O)C(C)(c2ccc(Br)cc2)S1 (stereo not drawn),-6%
CN(Cc1ccccc1)C(=O)CCSc1nc(-c2ccc3c(c2)OCO3)cc(C(F)(F)F)n1,-9%
O=C(Nc1cccc(CCc2ccccn2)c1)c1cc(F)c(F)cc1Cl,0%
Cc1ccc(S(=O)(=O)N2CCCCC2)cc1NC(=O)CSc1nnc(N)s1,-5%
CCOc1ccc(-c2ccc(SCC(=O)NCC3CCCO3)nn2)cc1 (stereo not drawn),2%
O=[N+]([O-])c1ccc2c(c1)[nH]c(=S)n2-c1ccccc1,3%
COc1cccc([C@@H]2Oc3ccc(OC)cc3[C@H](O)[C@H]2O)c1,-8%
CC(=O)c1cccc(NS(=O)(=O)c2ccc(N/C=C/C(=O)c3ccc(F)cc3)cc2)c1,-1%
O=C(Nc1ccccc1NC(=O)C1CCCO1)c1ccco1 (stereo not drawn),-6%
CN(C)S(=O)(=O)Oc1ccccc1C(=O)Nc1ccc(F)cc1F,-2%
C=CCOCCN1C(=O)C2C3C=CC(C2C1=O)C1C2C(=O)N(CCOCC=C)C(=O)C2C31 (stereo not drawn),2%
COc1cccc(C(=O)/C=C/Nc2ccc(S(=O)(=O)Nc3ncccn3)cc2)c1,2%
CC(NC(=O)C1CC12CCC2)c1ccccc1 (stereo not drawn),7%
COC(=O)c1cc(N=Nc2c(C)[nH]c3ccccc23)cc(C(=O)OC)c1,-4%[57.5 µM]
COc1ccc2oc(-c3cccc(NC(=O)CSc4ccc(Cl)cc4)c3)nc2c1,-6%
C[C@@H](C(=O)N1CCNCC1)n1cc(CCCN=C(N)N)nn1,0%[57.5 µM]
O=[N+]([O-])c1ccc(O)c(/C=N/Nc2ccccn2)c1,-1%
CCOC(=O)Cc1c(C)nc2c(-c3ccc(Cl)cc3)c(C)nn2c1C,1%
CN(C)S(=O)(=O)c1ccc(NC(=O)N2CCOCC2)cc1,-3%
CC1=CCC[C@@H]2[C@@](C)(CC/C(C)=C/C(=O)O)[C@H](C)CC[C@@]12C,3%
COc1ccc(NS(=O)(=O)c2ccc(NC(=S)NC(=O)c3cccc(F)c3)cc2)nn1,12%
CCC(C)N(C(=O)COC(=O)CNC(=O)c1ccccc1F)C1CCS(=O)(=O)C1 (stereo not drawn),8%
COC(=O)CN1C(=O)N/C(=C/c2cc(OC)c(OC)cc2C)C1=O,7%
O=[N+]([O-])c1cc(-c2ccn[nH]2)ccc1Cl,-5%
C/C(CC(=O)Nc1ccc(C)c(Cl)c1)=N\NC(=O)Cc1cccs1,?
COc1ccccc1NC(=O)CC(NCc1ccccc1)C(=O)O (stereo not drawn),0%
O=C(C/C=N\OCc1ccc([N+](=O)[O-])cc1)Nc1ccccc1,2%

# Screening data from PubChem.

# A portion of the library. The share of hits here may be higher or lower than overall.
